PAFAH1B2 FP inh – PAFAH1B2 enzyme inhibitors, primary screen, biochemical, fluorescence polarization, human. recombinant PAFAH1B2, FP-rhodamine activity probe. inhibition, % at 3.39 µM. hit rate 1.2% among 340,000. AID 492953, 2010;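 active = inhibition above the mean of all tested compounds plus 3 SD, cut at about 24% in these data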;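 also: 0% = enzyme with DMSO and 100% = wells lacking PAFAH1B2; many of its hits are not listed in these tables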
pPAFAH FP inh – pPAFAH enzyme inhibitors, primary screen, biochemical, fluorescence polarization, human. AID 463082, 2010. hit rate 1.5% among 330,000. recombinant pPAFAH, FP-rhodamine probe fluorescence polarization. inhibition, % at 3.39 µM. Platelet-activating factor acetylhydrolase (Homo sapiens), Q13093;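 active = inhibition above the mean inhibition across the screen plus 3 SD, cut at about 25% in these data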;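 also: inhibitors block binding of the rhodamine activity-based probe so polarization drops; 0% = enzyme with DMSO and 100% = wells lacking pPAFAH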
Target sequence (Q13093 whole entry, looked up): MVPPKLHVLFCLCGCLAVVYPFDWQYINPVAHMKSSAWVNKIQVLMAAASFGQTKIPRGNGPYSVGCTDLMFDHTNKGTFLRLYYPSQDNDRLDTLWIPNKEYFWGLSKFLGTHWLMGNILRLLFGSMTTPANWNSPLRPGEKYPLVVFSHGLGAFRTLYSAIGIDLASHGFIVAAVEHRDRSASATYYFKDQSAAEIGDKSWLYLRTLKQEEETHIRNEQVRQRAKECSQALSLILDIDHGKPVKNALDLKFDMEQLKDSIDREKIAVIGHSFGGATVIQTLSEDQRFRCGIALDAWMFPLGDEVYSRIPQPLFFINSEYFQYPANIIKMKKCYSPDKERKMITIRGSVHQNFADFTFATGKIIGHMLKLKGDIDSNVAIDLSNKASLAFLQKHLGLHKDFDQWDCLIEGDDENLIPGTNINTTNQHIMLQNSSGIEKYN
MCL1-BIM inh – inhibitors of MCL1 binding to BIM-BH3, primary screen, biochemical, fluorescence polarization; inhibition, % at 10.9 µM; AID 2057, 2009; Induced myeloid leukemia cell differentiation protein Mcl-1 (Homo sapiens), Q07820; GST-MCL1 / FITC-Bim-BH3 fluorescence polarization; hit rate 0.68% among 320,000;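 active = inhibition above the mean inhibition of all tested compounds plus 3 SD, set per campaign, cut at about 40% in these data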;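 also: 0% = DMSO wells and 100% = unlabeled Bim-BH3 peptide control; higher means more loss of mP so more displacement of Bim peptide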
MEX-5 binding – MEX-5 zinc finger RNA-binding disruptors – biochemical, C. elegans, fluorescence polarization, MLPCN library, primary screen | Zinc finger protein mex-5 (Caenorhabditis elegans), Q9XUB2 | MEX-5/FITC-TCR2 RNA binding; active compounds read low | activity score (negative = inhibition of binding), % at 10 µM | hit rate 0.38% among 300,000 | AID 1832, 2009;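 active = inhibition past about -25% in most replicates, and total fluorescence under double the plate's negative control median, limit read from the data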;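 also: 0% = DMSO and -100% = 5 µM competing unlabeled TCR2 RNA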
Target sequence (Q9XUB2 whole entry, looked up): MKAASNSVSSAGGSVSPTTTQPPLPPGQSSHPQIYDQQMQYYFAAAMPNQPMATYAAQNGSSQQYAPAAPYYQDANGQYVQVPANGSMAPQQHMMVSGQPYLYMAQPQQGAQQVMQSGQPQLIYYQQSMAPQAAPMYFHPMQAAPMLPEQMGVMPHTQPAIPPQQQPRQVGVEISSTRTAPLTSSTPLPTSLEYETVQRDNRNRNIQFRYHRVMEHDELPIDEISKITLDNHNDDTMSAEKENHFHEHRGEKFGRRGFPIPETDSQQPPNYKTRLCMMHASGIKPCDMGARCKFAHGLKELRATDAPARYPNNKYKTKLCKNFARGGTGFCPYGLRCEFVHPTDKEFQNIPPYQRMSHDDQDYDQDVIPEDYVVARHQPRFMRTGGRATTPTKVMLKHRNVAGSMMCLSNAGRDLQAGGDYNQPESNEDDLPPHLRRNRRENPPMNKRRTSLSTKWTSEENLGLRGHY
BCLXL inh – inhibitors of human Bcl-xL, primary screen, biochemical, fluorescence polarization, HTS; inhibition, % at 10.9 µM; Bcl-2-like protein 1 (Homo sapiens), Q07817; AID 2129, 2009; GST-Bcl-xL / FITC-Bim BH3 peptide fluorescence polarization; hit rate 0.7% among 320,000;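 active = inhibition above the mean of all tested compounds plus 3 SD, cutoff set per campaign, cut at about 30% in these data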;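 also: 0% = DMSO wells and 100% = unlabeled Bim-BH3 peptide competitor; inhibitors lower millipolarization by displacing the labeled peptide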
Fam108B inh – mouse Fam108B serine hydrolase inhibitors, primary screen, counter-screen for RBBP9 inhibitor project, biochemical, fluorescence polarization; recombinant Fam108B, FP-Rh probe fluorescence polarization; inhibition, % at 9.51 µM; hit rate 0.33% among 300,000;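 active = inhibition above the screen mean inhibition plus 3 SD, computed separately per campaign, cut at about 18% in these data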;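 also: inhibitors lower polarization as less probe binds the enzyme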
GLD-1 RNA inh – GLD-1/TGE RNA complex disruptors, primary screen, biochemical, fluorescence polarization | Female germline-specific tumor suppressor gld-1 (Caenorhabditis elegans), Q17339 | purified GLD-1 + fluorescein TGE RNA | inhibition, % at 5.96 µM | hit rate 0.44% among 320,000 | AID 2280, 2010;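 active = percent inhibition above a per-plate cutoff, the plate mean of test compounds plus 3 SD, cut at about 30% in these data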;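 also: 0% = DMSO wells with GLD-1 and probe and 100% = wells lacking GLD-1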
PME-1 primary – PME-1 inhibitors via competitive probe labeling, primary screen, biochemical, fluorescence polarization, FP-Rh probe, HTS | Protein phosphatase methylesterase 1 (Homo sapiens), Q9Y570 | recombinant PME-1 | inhibition, % at 5.9 µM | hit rate 0.53% among 320,000;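 active = inhibition above the campaign mean of all compounds plus 3 SD, cut at about 26% in these data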;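 also: competitive labeling of PME-1 active site by serine hydrolase directed probe; 0% = PME-1 with DMSO and 100% = wells lacking PME-1 enzyme; inhibitors block probe labeling so polarization falls and inhibition rises; many of its hits are not listed in these tables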
AHR activator – AHR activators, primary screen, cell-based, luminescence, luciferase reporter, human. Aryl hydrocarbon receptor (Homo sapiens), P35869. AHR-responsive luciferase reporter cells. activation, % at 5 µM. hit rate 2.5% among 320,000; in the data active = activation above about 47%;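 also: 0% = vehicle wells and 100% = reference agonist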
* marks the source's active call; other numbers are inactive results; / = not tested or not shown. A portion of the library; rates above refer to the full screens.

SMILES	PAFAH1B2 FP inh	pPAFAH FP inh	MCL1-BIM inh	MEX-5 binding	BCLXL inh	Fam108B inh	GLD-1 RNA inh	PME-1 primary	AHR activator
COc1ccc(C(C(=O)NC(C)(C)C)N(Cc2ccc(F)cc2)C(=O)CCC(=O)Nc2cc(C)on2)cc1 (stereo not given)	1.3	0.5	0.2	2.7	-1.9	3.7	3.5	-2.4	0.8
CCCNC(=S)N1CCN(CC)CC1	4.0	3.1	12.8	-1.7	10.4	1.7	2.4	2.2	-3.4
CCCC(C(=O)NCc1ccco1)N(CC1CCCO1)C(=O)CNS(=O)(=O)c1ccc(F)cc1 (stereo not given)	7.2	8.3	-5.8	0.3	-1.2	1.4	0.9	1.1	2.3
Cc1ccccc1COC(=O)CNC(=O)c1sc2ccccc2c1Cl	1.4	1.5	-9.1	-3.5	-10.4	-10.1	8.0	0.3	0.4
Cc1ccc(CNC(=O)Nc2ccc(Cl)cc2)cc1	64.6*	0.9	-5.1	-2.9	-4.4	-1.7	0.7	1.9	4.2
Cc1ccc(N2C(=O)c3ccccc3C2Nc2cccnc2)nc1 (stereo not given)	2.4	2.7	4.2	-2.1	6.1	-2.0	4.2	-2.6	1.1
Cc1ccc(S(=O)(=O)NCCNc2ccc(Br)c(C)c2)cc1	16.3	5.2	/	/	/	/	1.9	/	2.4
CN(C)c1ccc(/C=N/N=C/c2ccccc2O)cc1	3.1	8.2	0.4	-4.7	-1.2	0.8	2.4	2.7	9.3
FC(F)(F)c1ccccc1Nc1nccs1	-0.5	1.1	3.1	2.2	-10.5	0.5	4.2	-1.8	2.4
CCCCC(=O)NNC(=S)NC(=O)C(c1ccccc1)c1ccccc1	27.4*	-0.8	2.7	-4.3	-4.3	1.0	-2.8	-5.1	-0.8
CCCCCCCCCn1cc(C(C)=O)c(=O)[nH]c1=O	5.1	-3.1	-0.7	1.6	2.2	2.0	1.3	-4.2	0.1
O=C(CSc1nc(-c2ccccc2F)nc2nc[nH]c12)Nc1c(Cl)cc(Cl)cc1Cl	/	-2.0	8.5	1.6	4.3	4.1	7.8	-2.4	-0.9
CC1(C)CC(=O)c2sc(NS(=O)(=O)c3ccc(F)cc3)nc2C1	8.3	3.1	-2.3	-0.1	7.6	1.4	-5.2	-2.3	0.2
O=C(Cn1nnc(-c2ccc(F)cc2)n1)Nc1cccc(S(=O)(=O)N2CCCC2)c1	-1.0	0.1	-1.5	/	1.6	/	0.4	-7.1	2.9
Cc1c(N/C(=N/S(=O)(=O)c2ccc(F)cc2)c2ccccc2)c(=O)n(-c2ccccc2)n1C	2.7	6.2	6.2	1.7	7.4	-2.1	6.8	6.2	0.5
Cc1nnc(SCC(=O)N(C)C2CCS(=O)(=O)C2)n1Cc1ccccc1 (stereo not given)	6.4	2.2	3.3	2.7	2.7	-4.3	1.1	-0.8	-0.1
CCOC(=O)c1[nH]c2ccc(OC)cc2c1NC(=O)c1nonc1C	5.9	3.7	-3.8	-2.9	8.5	-0.9	5.1	15.8	1.4
CN1CCN(NC(=O)c2ccc(Cl)cc2Cl)CC1	-1.7	0.5	2.0	-2.5	5.6	-0.1	-0.1	-7.7	3.1
Cc1ccc(C(=O)Nc2cccc(C(F)(F)F)c2)cc1NC(=O)c1[nH]cnc1C(N)=O	-5.2	-4.7	/	/	/	/	6.1	/	26.9
CCOC(=O)C(C)Oc1ncnc2cccc(F)c12 (stereo not given)	5.1	17.1	3.8	0.8	1.4	-1.3	9.3	-4.2	0.8
COc1ccc(CCNC(=O)C2CC(=O)N(c3ccc(C)cc3)C2)cc1OC (stereo not given)	1.6	2.8	4.6	2.6	0.3	-0.5	2.7	4.3	3.8
CN1CCN(C2CCN(Cc3ccc(O)c4ncccc34)CC2)CC1	4.5	5.7	7.6	/	4.1	/	2.8	5.3	-0.1
CNC(=O)c1ccsc1NC(=O)C1CCN(S(=O)(=O)c2cccs2)CC1	2.9	0.9	-0.9	1.6	0.3	-0.9	-0.9	11.5	2.8
CC(CC(=O)NCC1CCCO1)c1ccccc1 (stereo not given)	3.4	-0.9	9.9	4.4	3.2	-0.3	2.5	4.5	-2.0
COc1ccc(NC(=O)Nc2ncn(Cc3cccc(C(F)(F)F)c3)n2)cc1OC	-0.8	0.0	2.0	-1.4	2.7	1.9	-6.4	3.9	11.7
COc1ccc2ccccc2c1CNc1nnnn1C	5.3	4.9	11.8	0.8	12.7	4.2	3.3	1.1	3.2
O=C1COc2ccc(C(=O)CSc3nnc(Cc4ccccc4)o3)cc2N1	1.1	4.7	-0.3	0.9	-1.3	0.0	-0.4	-0.6	3.0
Cn1c(=O)[nH]c(=O)c2c1nc(NCCO)n2CCOc1ccccc1	-2.1	-0.6	-0.3	0.8	8.6	-0.2	-5.8	5.6	1.8
N#CCC(=O)Nc1ccc(C(=O)OCC(=O)NC2CCCc3ccccc32)cc1 (stereo not given)	-5.7	2.0	/	/	/	/	0.6	/	1.2
O=C(NCCSc1ncc(-c2ccc(F)cc2)[nH]1)c1ccc2c(c1)OCO2	32.7*	1.1	-5.0	1.5	0.9	11.0	-5.4	5.6	25.7
O=C(NCCc1ccccc1)C(=O)NCC1OCCN1S(=O)(=O)c1cccs1 (stereo not given)	4.8	9.3	-1.2	-1.1	9.3	-0.8	-2.7	3.0	-3.0
C=CCSC1=N/C(=C\c2ccc(C)o2)C(=O)S1	-5.7	12.5	17.3	-10.5	9.6	-2.0	0.7	3.3	-1.4
Cc1nn(-c2cccc(Cl)c2)nc1C(=O)O	4.9	3.0	4.6	-1.8	4.2	2.0	4.2	-2.2	0.4
Cc1ccc(O)c(-c2cc(C(=O)Nc3ccc(S(=O)(=O)N4CC(C)OC(C)C4)cc3)[nH]n2)c1 (stereo not given)	-2.6	-2.6	9.8	1.2	5.8	-13.0	2.0	-9.4	4.2
CN(C)C1(CNCC(O)c2ccccc2)CCCCC1 (stereo not given)	1.7	4.0	2.9	-4.1	0.1	-3.0	1.4	1.1	-1.6
COC(=O)c1ccc(N)c(CS(=O)(=O)c2ccc(Cl)cc2)c1	8.4	3.5	5.7	-0.1	2.5	2.8	0.2	-2.4	-1.6
CCOc1ccc(N2CC(C(=O)NCc3ccc(F)cc3)CC2=O)cc1 (stereo not given)	-3.2	1.3	-14.1	1.0	-11.9	4.4	0.3	0.8	3.5
CC(NC(=O)C1CCC1)c1ccc2c(c1)OCO2 (stereo not given)	6.3	-3.6	7.6	-2.2	-0.2	-1.8	6.8	-2.7	0.5
COc1ccc(C(=O)c2cn[nH]c2-c2ccc(C)cc2O)cc1	1.6	-1.1	10.3	-0.7	6.7	6.0	9.4	-1.9	0.0
COc1cc(Sc2ccc(C)cc2)c(OC)cc1N	1.9	9.5	9.3	-0.1	12.1	6.2	-5.9	3.6	2.7
O=C1CN(C(=O)COC(=O)c2ccc([N+](=O)[O-])s2)c2ccccc2N1	14.0	14.1	/	/	/	/	2.4	/	0.1
Cc1ccc(C(=O)COc2ccccc2-c2ccccc2)cc1	-6.6	-2.8	4.5	0.3	1.3	-4.4	-1.7	-5.0	4.0
CN(C)/C=N/c1nc(-c2ccc3ccccc3c2)cs1	1.1	1.4	3.4	2.1	3.8	5.8	4.7	4.2	5.0
CC(=O)Nc1ccc(SCC(=O)Nc2ccccc2Oc2ccccc2)cc1	3.6	-7.5	6.2	0.3	6.6	0.8	5.3	3.0	5.2
O=C(C1CCN(S(=O)(=O)N2CCC3(CC2)OCCO3)CC1)N1CCOCC1	-1.1	-1.1	2.9	-1.1	1.2	-0.5	-0.2	-1.0	-5.6
CN1CCN(Cc2cc(COCc3ccccc3)c3cccnc3c2O)CC1	-1.4	9.3	9.1	-0.4	8.2	3.5	-6.8	9.1	0.6
O=C(CCN1C(=O)/C(=C/c2ccccc2F)SC1=S)NCCCN1CCOCC1	6.4	-3.1	8.5	-0.6	3.1	-2.3	-6.6	-7.7	1.3
COc1ccc(NC(=O)COC(=O)CCNC(=O)c2ccco2)cc1Cl	0.6	2.3	/	/	/	/	2.1	/	0.7
COc1ccccc1C1=NOC(Cn2c(NCCCO)nc3c2c(=O)n(C)c(=O)n3C)C1 (stereo not given)	4.2	-3.8	-5.6	-2.0	-3.5	-2.9	4.3	2.8	5.3
CC(C)(C)n1nnnc1C(c1cccc(C#N)c1)N1CCCc2ccccc21 (stereo not given)	2.9	6.0	7.1	-0.7	5.8	-1.8	-0.6	2.4	3.4
Cc1ccc(-c2nnn(CC(=O)N(CC3CCCO3)C(C(=O)NC3CCCCC3)c3ccc(F)cc3)n2)o1 (stereo not given)	0.4	1.6	0.3	-3.8	0.2	-3.3	2.7	1.9	2.4
Cc1cccc(NC(=O)c2ccc([N+](=O)[O-])s2)n1	1.6	-2.7	1.2	4.2	-1.0	3.2	5.7	-0.8	0.6
CN1C(CC(=O)Nc2ccc(Br)cc2)c2ccccc2CC1(C)C (stereo not given)	8.7	-1.8	-1.1	-2.6	6.2	-3.4	-3.7	-0.7	2.2
COCCCC1CCN(Cc2nc(-c3ccccc3)no2)CC1	-5.6	-1.3	-0.2	4.4	5.2	-4.0	0.5	-1.9	6.1
O=C(COc1ccc2c(-c3ccccc3)cc(=O)oc2c1)NCc1ccccn1	-1.4	0.9	1.2	-0.6	4.9	-1.4	3.4	-0.1	1.6
O=C1C2C3C=CC(C3)C2C(=O)N1c1ccc2ccccc2c1 (stereo not given)	0.0	0.7	8.8	-2.2	4.6	-3.5	10.0	4.9	5.0
CC(C)CN(C(=O)COC(=O)c1ccc(C#N)cc1)C1CCS(=O)(=O)C1 (stereo not given)	3.1	-2.8	-4.0	/	1.2	/	-0.7	-2.0	8.4
Cc1cccc(CSC2=NCCN2C(=O)c2ccc(S(=O)(=O)N(C)C)cc2)c1	4.3	-5.8	14.1	0.2	-3.8	2.8	-1.6	0.5	2.8
CC(C)c1ccc(OCC(=O)NNC(=S)NC(=O)c2ccco2)c(Br)c1	17.9	9.0	13.7	2.1	5.0	2.0	3.1	9.5	4.6
Cc1cc(C(=O)NN=Cc2c(C)[nH]c3ccccc23)c(C)o1	6.3	4.0	/	/	/	/	-26.2	/	57.2*
COc1ccc(N2CCN(c3cc(C)c4cccc(C)c4n3)CC2)cc1	5.7	-1.5	3.1	-0.6	9.0	-0.4	-5.8	-5.9	129.3*

Screens deposited in PubChem by several laboratories.
